3CLpro inhibitor – SARS-CoV 3CLpro protease inhibition; P0C6X7; recombinant SARS-CoV 3CLpro, quenched FRET peptide cleavage; inhibition, % at 6 µM; hit rate 0.14% among 290,000; in the data active means inhibition above about 12%
PrPC surface inh – cell surface PrPC inhibition, primary TR-FRET screen | P04156 | TR-FRET read-out | inhibition, % at 13.8 µM | hit rate 0.43% among 370,000 | AID 720596; in the data active means inhibition above about 24%; further: 0% = median of the test wells and 100% = reference compound wells
SSB-PriA inh – blocks PriA binding to SSB C-terminal tail; AlphaScreen SSBct-PriA binding, biotinylated peptide; inhibition, % at 33 µM; hit rate 0.6% among 430,000; AID 1272365; in the data active means inhibition mostly above about 37%, no sharp cut-off; inactive means mostly below about 20%;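 further: plate controls were negative control peptide for no effect and reference peptide for full effect; strong numbers were not always called active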
Y pestis TopoI – inhibitors of Yersinia pestis topoisomerase I; Y. pestis Topo-I cleavage product accumulation, plate reader; activity, % at 10 µM; hit rate 0.064% among 360,000; in the data active means activity above about 50%, passing the limit was not always enough; further: inactives centre near 2
VHR inh abs – blocks human VHR1 dual specificity phosphatase. hit rate 0.52% among 290,000. AID 1654. recombinant VHR phosphatase, pNPP absorbance. inhibition, % at 13.3 µM. P51452; in the data active means inhibition above about 50%; further: some compounds called inactive have numbers as strong as hits
Target sequence (P51452 whole entry, looked up): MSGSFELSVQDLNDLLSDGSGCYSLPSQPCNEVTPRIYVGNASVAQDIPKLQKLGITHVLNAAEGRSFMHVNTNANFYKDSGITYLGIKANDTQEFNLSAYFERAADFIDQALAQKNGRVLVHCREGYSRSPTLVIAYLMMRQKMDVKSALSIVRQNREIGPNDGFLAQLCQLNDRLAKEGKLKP
Rv3671c protease – Rv3671c (M. tuberculosis) protease inhibition | hit rate 0.048% among 320,000 | inhibition, % at 5.96 µM; in the data active means inhibition above about 38%;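 further: extracellular domain of Rv3671c used as enzyme; 0% = enzyme with DMSO and 100% = no enzyme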
Target sequence (P9WHR9 whole entry, looked up, the tested form may be a part): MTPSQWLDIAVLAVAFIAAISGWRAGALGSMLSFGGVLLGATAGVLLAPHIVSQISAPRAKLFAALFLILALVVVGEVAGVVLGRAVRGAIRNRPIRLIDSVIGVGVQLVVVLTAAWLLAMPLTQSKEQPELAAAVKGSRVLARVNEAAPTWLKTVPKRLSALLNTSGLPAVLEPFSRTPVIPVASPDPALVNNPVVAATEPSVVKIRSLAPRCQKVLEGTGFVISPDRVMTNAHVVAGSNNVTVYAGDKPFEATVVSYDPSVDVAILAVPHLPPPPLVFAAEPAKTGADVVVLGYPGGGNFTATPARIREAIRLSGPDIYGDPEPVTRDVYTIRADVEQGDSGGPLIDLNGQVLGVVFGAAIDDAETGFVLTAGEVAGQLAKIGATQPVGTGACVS
MazF activator – activators of E. coli MazEF toxin-antitoxin RNase. P0AE70. FAM/BHQ RNA-DNA oligo cleavage fluorescence, 5 h. activation, % at 20 µM. hit rate 0.32% among 350,000. AID 504720; in the data active means activation above about 50%
Target sequence (P0AE70 whole entry, looked up): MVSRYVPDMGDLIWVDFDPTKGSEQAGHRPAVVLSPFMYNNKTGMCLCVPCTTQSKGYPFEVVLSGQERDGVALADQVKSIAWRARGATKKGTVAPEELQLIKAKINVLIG
CCHF vOTU inh – CCHFV vOTU protease inhibition | inhibition, % at 11.5 µM | hit rate 0.55% among 370,000 | Pep-AMC fluorescence; in the data active means inhibition above about 30%; further: 0% = vehicle wells with enzyme and 100% = no enzyme wells
TcdB GH inh – TcdB glycohydrolase inhibition; hit rate 0.24% among 350,000; TcdB glycohydrolase enzymatic assay, plate reader; P18177; inhibition, % at 9.99 µM; AID 652162; in the data active means inhibition above about 10%
BH1578 lux ind – induces V. cholerae light production without autoinducers | V. cholerae BH1578 lux reporter, luminescence, 6 h | hit rate 0.16% among 350,000 | activation, % at 18.7 µM | AID 588436; in the data active means activation mostly above about 9.7%, no sharp cut-off; further: not every result past the cut was called active; inactives centre near 0; reference of the scale not given here
* hit, by the source's call; i = inactive; . = no result given; & = joins results of further samples. An excerpt; count on the stated rates, not on these rows.

structure	3CLpro inhibitor	PrPC surface inh	SSB-PriA inh	Y pestis TopoI	VHR inh abs	Rv3671c protease	MazF activator	CCHF vOTU inh	TcdB GH inh	BH1578 lux ind
O=C(NCc1ccco1)C1CCCN1C(=O)Nc1cccc(Cl)c1 (stereo not given)	2.2	3.2	-4.8	5.0	6.9	6.4	-1.7	-8.1	0.9	-1.4
O=S1(=O)NC(=NCc2ccccc2)c2ccccc21	1.6	-0.4	-23.7	1.5	-14.5	-0.1	7.6	3.4	0.7	i
CCCCCC1C(=O)N2C=C(c3ccccc3)c3ccccc3N2C1=O (stereo not given)	.	-10.5	-4.0	-8.7	.	.	-3.3	0.8	0.5	i
Cc1cc(Cl)ccc1OCCCC(=O)NC1CCN(C)CC1	3.4	.	-17.9	-10.9	-0.8	3.8	-3.4	.	2.0	-0.4
CCC(CC)NC(=O)c1n[nH]c(=O)c2ccccc12	0.3	2.4	-8.2	5.6	1.5	-0.6	-1.0	5.5	.	-0.3
O=C(CN1CCN(Cc2ccccc2)CC1)c1c[nH]c2ccccc12	0.7	-7.8	-10.7	-7.5	12.1	8.4	7.4	4.1	.	-2.8
O=C(/C=C/c1ccc([N+](=O)[O-])cc1)c1ccco1	-7.6	2.1	-21.5	2.6	-3.8	-4.3	-17.4	-1.0	0.8	i
Cc1cccc(CS(=O)(=O)Cc2ccc(C(=O)NCc3cccs3)o2)c1	-0.7	7.0	-3.8	10.4	-3.1	-1.9	-3.3	0.1	-0.4	-0.4
COc1ccc(CNc2ccc3cn[nH]c3c2)c(OC)c1OC	2.6	-5.7	46.0	-1.6	-1.8	-17.5	3.2	39.8*	.	-0.3
c1ccc(N2CCN(c3cccc(-c4cc5ccccc5s4)n3)CC2)nc1	.	4.1	.	-0.3	.	.	.	9.1	1.2	-0.5
CN(CCC#N)C(=O)COC(=O)c1ccc2c(c1)C(=O)N(C1CCCCC1)C2=O	2.8	-4.7	-11.2	12.2	-3.0	-14.2	5.0	-2.7	0.4	3.9
O=C(CSc1nnc(-c2ccccc2Cl)o1)Nc1ccc2c(c1)OCCO2	-4.8	0.6	-1.7	19.6	7.5	-2.6	-8.1	1.6	.	i
CCCC(C)NC(=O)C1CCN(S(=O)(=O)c2ccccc2)CC1 (stereo not given)	-3.0	4.4	-12.9	1.9	28.3	1.8	-3.5	3.4	0.9	i
CCOc1cc(N2CCOCC2)c(OCC)cc1NC(=O)Cc1ccccc1	9.7	-6.6	3.4	6.5	17.6	1.6	3.0	5.2	-1.5	-0.2
C=CCn1c(CSc2nc3ccccc3s2)nnc1SCC(=O)NCc1ccccc1	0.2	-1.8	-2.2	30.9	-2.5	1.7	-8.3	5.9	.	-0.7
Cc1ccc(C)c(S(=O)(=O)NCc2ccc(C(=O)N3CCOCC3)cc2)c1	1.4	2.8	4.2&-14.0&-9.0	2.1	7.4	-5.4	-11.8	-16.1	-0.3	-5.9
Cn1c(=O)c2c(nc3n2CCCN3CCc2ccccc2)n(C)c1=O	4.0	6.6	-7.3	-8.9	-11.5	-6.7	-5.6	-0.8	0.2	i
O=C(CN(Cc1ccc(F)cc1)C(=O)c1csnn1)NCc1ccc2c(c1)OCO2	-6.6	-2.5	-8.7	0.3	33.9	-3.5	-6.2	2.1	0.0	-0.3
COc1ccc(CN(C)C(=O)CCCNC(=O)c2ccc(Cl)cc2)cc1	-0.3	2.9	-18.9	-2.0	15.3	-2.8	-33.2	6.4	-0.8	i
Cc1oc(-c2ccc(Cl)cc2)nc1CSCC(=O)NC1CCN(Cc2ccccc2)CC1	2.0	1.8	-4.0	30.2	7.1	4.7	4.7	13.9	1.4	-0.3

Compound profiles (already shown). Order of screens: 3CLpro inhibitor | PrPC surface inh | SSB-PriA inh | Y pestis TopoI | VHR inh abs | Rv3671c protease | MazF activator | CCHF vOTU inh | TcdB GH inh | BH1578 lux ind
Results for COc1ccc(CNc2ccc3cn[nH]c3c2)c(OC)c1OC → 2.6 | -5.7 | 46.0 | -1.6 | -1.8 | -17.5 | 3.2 | 39.8* | . | -0.3
Results for Cn1c(=O)c2c(nc3n2CCCN3CCc2ccccc2)n(C)c1=O → 4.0 | 6.6 | -7.3 | -8.9 | -11.5 | -6.7 | -5.6 | -0.8 | 0.2 | i

Following part.
structure	3CLpro inhibitor	PrPC surface inh	SSB-PriA inh	Y pestis TopoI	VHR inh abs	Rv3671c protease	MazF activator	CCHF vOTU inh	TcdB GH inh	BH1578 lux ind
CC(=O)Oc1cc2c3c(c1)/C(=C1/SC(=S)NC1=O)C(=O)N3C(C)(C)C=C2C	-5.9	-7.9	-2.4	-11.9	4.9	16.9	3.6	18.8	1.6	-0.8
O=C(COc1ccc(Cl)cc1)Nc1cc(S(=O)(=O)N2CCCCC2)ccc1N1CCCCC1	2.1	-2.9	-1.1	-8.0	5.7	-9.8	-23.5	-6.3	.	i
CCn1nc(C)c(CN2CCc3c([nH]c4ccccc34)C2c2ccc(F)c(OC)c2)c1C (stereo not given)	2.4	-2.0	7.3	-1.6	4.8	0.6	-1.2	-8.7	2.7	i
CCOc1ccc(NS(=O)(=O)c2ccc(C)c(C(=O)NCCCn3ccnc3)c2)cc1	-4.2	0.1	-3.5	8.0	25.8	-12.6	-0.3	-8.9	0.0	-1.2
NNP(=O)(CC(=O)c1ccccc1)c1ccccc1 (stereo not given)	4.0	2.2	-10.9	13.5	12.8	-4.5	9.5	0.5	1.8	i
CCCCNc1ccc(C(CC(N)=O)NC(=O)Cc2cccc3ccccc23)cc1[N+](=O)[O-] (stereo not given)	.	4.8	-1.0	3.9	11.2	-8.1	3.2	-9.1	0.0	-1.0
Cc1ccc(S(=O)(=O)Nc2cccnc2)c(C)c1C	3.1	4.2	-8.9	-5.0	-1.9	1.0	3.6	-3.6	1.0	10.4
O=C(NCC(c1ccc(F)cc1)N1CCOCC1)c1ccccc1F (stereo not given)	-0.3	6.4	-9.0	-8.5	-2.8	2.6	9.1	-7.5	0.9	i
CC(C(=O)NCC1CCCO1)N(C(=O)c1snc(C(N)=O)c1N)c1cccc(F)c1 (stereo not given)	1.0	-4.2	-8.4	-1.8	5.9	-1.1	6.3	-20.9	.	.
O=C1c2ccccc2C(Nc2ccc(F)c(Cl)c2)N1c1ccccn1 (stereo not given)	-1.3	10.2	-10.5	4.1	-4.4	-0.3	-9.1	0.8	1.9	-0.3
Cc1csc(SCC(=O)Nc2sccc2C#N)n1	4.5	-0.1	-5.6	-2.6	-0.6	-1.5	-11.2	-5.8	1.5	-0.3
O=c1c2ccccc2nc(-c2ccc(Cl)cc2Cl)n1-c1ccncc1	3.7	-1.3	0.2	5.3	-0.7	4.2	-1.1	-3.6	.	i
COc1ccccc1NC(=O)COc1ccc(C(=O)OCC(=O)N2CCCC2=O)cc1OC	1.2	4.0	-26.1	0.1	1.5	-3.4	-5.1	3.2	.	-0.2
COc1ccc2[nH]c(C(=O)N3CCN(C)CC3)c(C)c2c1	2.3	-0.7	-3.9	3.2	-1.2	.	-1.0	4.0	1.4	i
c1c2c(cc3sc(N4CCCCC4)nc13)OCO2	-6.3	-0.8	8.7	5.6	11.3	-14.0	4.2	-13.2	.	3.0
COC(=O)c1cc(S(=O)(=O)NCCN2CCN(c3ccccc3F)CC2)c[nH]1	-0.3	-9.4	12.7	-6.5	72.7	-4.4	4.6	3.0	-1.8	-0.3
COc1ccc(CCNC(=O)c2cc3c(=O)n4ccccc4nc3n(C3CCCCC3)c2=N)cc1	-1.1	-15.2	-3.5	11.0	-3.0	4.9	-28.4	-9.5	1.1	-2.0
O=C(N/C(=C/c1cccs1)C(=O)N1CCOCC1)c1ccco1	0.4	-7.1	-3.1	3.3	1.5	2.8	-0.7	-3.8	.	-0.2
Cc1c(C(N)=O)cc([N+](=O)[O-])cc1[N+](=O)[O-]	.	-36.8	-7.7	1.5	.	.	0.5	10.0	0.0	i
CC(NC(=O)NC(=O)c1ccc(F)cc1)C1CC1 (stereo not given)	.	-6.8	-9.7	1.2	.	3.3	-2.4	-5.0	0.6	i
COc1ccc2c(c1)C1(C)CCN(C)CC(C1)C2O (stereo not given)	.	1.2	.	2.2	.	.	1.8	-0.7	0.7	0.7
CC(NC(=O)N(Cc1ccccc1)Cc1ccc2c(c1)OCO2)(C(F)(F)F)C(F)(F)F	3.0	-0.9	-19.4	31.8	12.3	-1.8	-1.7	-7.9	.	-0.3
COc1cc(OC)cc(C(=O)N[C@H](C(=O)NCCc2ccc(S(N)(=O)=O)cc2)C(C)C)c1	-1.0	-10.3	-9.5	-1.0	30.7	-6.4	-0.5	12.2	1.0	-0.8
C(#CCN1CCOCC1)COC(c1ccccc1)c1ccccc1	-5.2	0.2	-4.0	10.8	35.8	-4.8	-5.9	0.7	.	-0.2
C/C(=N\NC(=O)c1nnn(-c2nonc2N)c1CSc1ccccc1)c1ccc2c(c1)OCO2	2.1	-3.6	.	4.4	6.4	6.0	-74.0	-0.1	1.2	-0.5
CC1Cc2nc(SCC(=O)NCc3ccco3)n(-c3ccccc3)c(=O)c2S1 (stereo not given)	0.2	-0.4	1.5	11.9	12.1	1.6	2.7	29.5*	-8.2	-1.2
Cc1cc2sc(C(=O)O)c(C)c2s1	4.4	30.1*	1.2	-0.4	22.3	-1.0	-3.4	5.2	.	i
COc1ccc(/C=N/n2cc(-c3ccccc3)nc2N)cc1	-0.5	.	.	1.2	6.2	-10.0	3.4	.	.	i
c1ccc2[nH]c(SCC3CCCCO3)nc2c1 (stereo not given)	2.1	8.2	-5.4	2.5	-1.4	9.2	1.8	-0.8	1.8	0.9
CCc1ccc(C(=O)/C=C/NCc2ccc(F)cc2)cc1	1.8	5.2	-24.2	10.1	22.5	3.8	-1.3	1.4	1.4	i
C[C@@H]1COC(=O)[C@H](Cc2ccc(F)cc2)C/C=C\C[C@@H](CC(=O)NCCO)C(=O)N1	.	44.4*	6.6	-1.5	.	0.0	3.8	6.1	0.5	i
Cc1nc2ccccc2cc1C(=O)NCc1ccccc1	.	0.8	13.1	3.8	.	2.7	0.0	-9.2	0.4	i
Cc1ccc(N(C(=O)c2csnn2)C(C(=O)NC2CCCCC2)c2ccccn2)cc1C (stereo not given)	-3.6	3.7	-1.3	6.9	6.9	-1.6	3.1	3.1	0.6	-0.2
CC1CCN(C(=O)C2CCC(CNS(=O)(=O)c3cccc4cccnc34)CC2)CC1 (stereo not given)	-1.1	-5.0	.	34.3	27.3	-9.9	.	3.5	0.4	-0.2
CN1CCCNc2nc3ccccc3nc21	-3.1	1.4	-18.5	4.0	-0.1	8.1	-9.4	-1.3	1.0	-0.3
Clc1ccccc1/C=N/NC1=Nc2cccc3cccc1c23	3.5	0.9	.	5.4	-6.9	3.6	231.0*	9.2	2.7	-7.9
COc1ccc(N(C)C(=O)CCS(=O)(=O)c2cccc3nonc23)cc1	8.1	-55.3	1.8	2.8	0.1	-1.4	-2.3	-0.4	.	-0.6
CN(C)C(=O)Nc1ccc(Cl)c(Cl)c1	.	-3.2	.	3.4	.	.	.	-5.0	0.7	-0.3
Nn1c(Nc2ccccc2)nc2ccccc21	-3.0	0.3	-5.9	2.3	18.7	4.8	6.3	12.2	.	i
Cc1cccc2nc(COc3ccc(Cl)c4cccnc34)cn12	-1.7	-11.5	-15.0	47.0	5.3	-14.4	-1.4	-0.3	0.4	-0.2
COc1cccc(CN(C)C[C@@H]2OCc3cnnn3CCCC(=O)N([C@@H](C)CO)C[C@H]2C)c1	.	-3.8	.	7.3	.	.	5.4	0.3	0.4&-0.9&-0.1	-0.4
CCOC(=O)c1c(C)[nH]c(C(=O)COC(=O)c2ccncc2)c1C	5.4	9.2	-19.3	3.0	29.4	-0.9	9.9	2.0	.	i
CCN=C1SC(CC(=O)Nc2ccc3c(c2)OCO3)C(=O)N1CC (stereo not given)	-2.5	-5.7	-8.1	-0.7	-2.8	-0.8	-1.3	-4.3	0.5	-0.3
CCOC(=O)CCN(C(=S)Nc1ccccc1)C1CCCCC1	.	-6.6	-10.5	5.6	.	.	5.1	9.2	0.6	i

Screening data from PubChem BioAssay.
